RGS12 GoLoco inh: RGS12 GoLoco-Gai1 interaction inhibition; actives 0.44% (n = 230,000); AID 880; P63096; Gai1:RGS12 GoLoco peptide FP, rhodamine, 10 min; Potency, µM (highest dose often 61.6 µM), for the others: top-dose activity, negative = inhibition, actives largely listed as inhibitors; active = well fitted inhibition curve with a large enough effect, not every such curve was filed as active; inactive = no such curve, though single readings can be large or run the other way; also: nearly all actives have a fitted effect of over 30% in size; many of its hits are not listed in these tables
Target sequence (P63096 whole entry, looked up): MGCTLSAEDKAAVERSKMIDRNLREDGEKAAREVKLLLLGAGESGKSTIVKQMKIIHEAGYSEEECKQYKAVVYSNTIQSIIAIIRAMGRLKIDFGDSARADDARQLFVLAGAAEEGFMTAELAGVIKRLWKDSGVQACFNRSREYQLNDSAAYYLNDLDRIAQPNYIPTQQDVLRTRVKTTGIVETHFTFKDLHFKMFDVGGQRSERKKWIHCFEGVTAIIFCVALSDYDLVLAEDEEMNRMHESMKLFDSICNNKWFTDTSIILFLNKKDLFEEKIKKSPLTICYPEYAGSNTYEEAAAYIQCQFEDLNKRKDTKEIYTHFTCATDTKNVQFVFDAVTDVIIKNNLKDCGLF
GAA glycogen: inhibitors or activators of human alpha-glucosidase glycogen cleavage; Potency, µM (series often up to 76.4 µM), for inactives: at the top dose activity change, negative = inhibition, actives largely listed as inhibitors; actives 0.38% (n = 300,000); recombinant GAA, glycogen substrate, Amplex Red glucose oxidase fluorescence; P10253;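 also: 0% = full enzyme reaction and -100% = no-enzyme basal signal; the screen sought inhibitors and activators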
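Natural-substrate format: glycogen cleavage by 4 nM human enzyme, glucose read by Amplex Red coupling (Ex 573, Em 610 nm). Normalized to enzyme and no-enzyme controls.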
TRb-SRC2 inh: disrupts binding of human TR beta to SRC2; P10828; TRbeta-SRC2 peptide binding, fluorescence polarization; receptor liganded with 1 µM T3; Potency, µM (doses to about 106 µM), without a hit: at the highest dose activity change, negative = inhibition, most hits filed as inhibitors; actives 0.065% (n = 280,000);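 also: plate controls were bound peptide for no effect and peptide without receptor for full effect; nearly all actives have a fitted effect of over 50% in size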
Target sequence (P10828 whole entry, looked up): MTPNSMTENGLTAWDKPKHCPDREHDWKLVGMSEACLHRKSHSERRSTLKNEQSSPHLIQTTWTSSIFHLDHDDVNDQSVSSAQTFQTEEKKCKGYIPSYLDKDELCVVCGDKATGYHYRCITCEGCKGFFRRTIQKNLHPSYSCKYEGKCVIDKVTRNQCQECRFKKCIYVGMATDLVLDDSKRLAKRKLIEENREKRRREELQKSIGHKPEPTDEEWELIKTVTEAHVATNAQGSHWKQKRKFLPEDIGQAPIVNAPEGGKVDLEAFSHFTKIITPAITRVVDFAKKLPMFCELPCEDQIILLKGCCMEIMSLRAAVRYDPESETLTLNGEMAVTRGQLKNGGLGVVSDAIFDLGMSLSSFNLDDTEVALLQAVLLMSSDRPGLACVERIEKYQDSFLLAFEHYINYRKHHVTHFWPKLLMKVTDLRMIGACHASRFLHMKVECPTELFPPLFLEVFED
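Read-out is fluorescence polarization (555 nm excitation, 632 nm emission) of a Texas Red SRC2 coactivator peptide; loss of signal reflects blocked binding to human TRb ligand-binding domain in the presence of 1 uM T3.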
TexasRed fluor: counter-screen for TRb-SRC2 inhibitors: fluorescence interference. TRb/SRC2 Texas Red total fluorescence interference. Potency, µM (doses to about 106 µM), for inactives: at the highest dose fluorescence change, negative = quenching. actives 0.29% (n = 280,000). AID 1479; active = well fitted curve in either direction with a large enough effect; inconclusive = small, poorly fitted or top-dose-only effect
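Flags fluorescent or light-absorbing compounds by total fluorescence, S + 2P, at 555 nm excitation and 632 nm emission. Mixture: 20 nM Texas Red SRC2 peptide, 0.6 uM human TRb LBD, 1 uM T3, 5% DMSO; compound exposure 5 h at ambient temperature.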
RECQ1 inh: RECQ1 (human) helicase inhibition; P46063; RECQ1 DNA unwinding, red fluorescence kinetic read; Potency, µM (top dose mostly 57.3 µM), for the others: at the highest dose activity, negative = inhibition, most hits filed as inhibitors; actives 0.54% (n = 240,000);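 also: plate controls were vehicle for no effect and no enzyme for full effect; nearly all actives have a fitted effect of over 30% in size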
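RECQ1T1 50 nM; forked duplex (20 bp + 30-nt ss tails) 200 nM, ATP 2 mM final; pH 8.0, 2 mM MgCl2, 2.5 ug/ml poly(dI-dC); 15 min compound preincubation; discontinuous kinetic read over 2 h at RT.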
aGlu spleen mod: lysosomal alpha-glucosidase (human) modulation; human spleen homogenate, 4-MU-alpha-glucoside fluorescence; P10253; Potency, µM (highest dose often 79.9 µM), for the others: top-dose activity change, negative = inhibition, usual class: inhibitors; actives 0.006% (n = 240,000);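 also: 0% = enzyme with vehicle and -100% = no enzyme basal signal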
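Human spleen homogenate (1 ug) with 4-methylumbelliferyl-alpha-D-glucopyranoside (1 mM final) in 50 mM citrate/phosphate pH 5.0, 0.01% Tween-20; 40 min at 37 C. Stopped at pH 10; 4-MU fluorescence Ex 365/Em 440 nm; AC50 by Hill fit.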
L3MBTL1 block: inhibitors of human L3MBTL1. Q9Y468. actives 0.66% (n = 230,000). AlphaScreen L3MBTL1–H3K9me1 peptide binding. Potency, µM (titrated, usually from 57.1 µM), inactives show at the top dose activity, negative = inhibition, most hits filed as inhibitors. AID 485360; also: nearly all actives have a fitted effect of over 60% in size
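L3MBTL1 (50 nM) pre-complexed 30 min with biotinylated H3(1-15)K9me1 peptide (75 nM), then compounds added for 30 min at room temperature; AlphaScreen streptavidin donor/nickel chelate acceptor beads (10 ug/mL final) read after 30 min dark incubation.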
GAA inh: inhibitors of human lysosomal alpha-glucosidase | Potency, µM (highest dose often 76.9 µM), for inactives: at the highest dose activity change, negative = inhibition, hits mostly inhibitors | actives 0.005% (n = 200,000) | purified human GAA, 4-MU-alpha-glucoside fluorescence | AID 1466;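 also: plate controls were uninhibited enzyme wells for no effect and no-enzyme background for full effect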
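Compounds are titrated up to 77 uM against 4 nM human enzyme. Substrate 4-methylumbelliferyl-alpha-D-pyranoside (400 uM) reacts 20 min at room temperature in pH 5.0 buffer; liberated 4-methylumbelliferone is read at 440 nm.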
Active calls of the source: *; i = inactive; ? = inconclusive; / = not tested or not shown; & = joins results of further samples; [ ] = dose if it differs, or a comment. Unless noted, calls follow the shape of the dose curve; as a rule, active = well fitted curve in the direction sought with a large enough effect; inconclusive = small, poorly fitted or top-dose-only effect, or another doubt; inactive = no such curve, though single readings can be large; an effect the other way counts as inactive or inconclusive. Unless noted, % is scaled to controls: 0 for no effect and ±100 for the full control effect; potency is read from the fitted curve at half-maximal effect. Some of the compounds tested; count on the stated rates, not on these rows.

SMILES	RGS12 GoLoco inh	GAA glycogen	TRb-SRC2 inh	TexasRed fluor	RECQ1 inh	aGlu spleen mod	L3MBTL1 block	GAA inh
C/C(=N\Nc1cccc(Cl)c1)C1(C)N(O)C(C)(C)C(c2ccco2)=[N+]1[O-] (centres undefined)	7%	?	0%	-2%	-7%	-2%	-18%	/
CC(C)Cn1c(N)c(S(=O)(=O)c2cccs2)c2nc3ccccc3nc21	26%	-1%	?	-3%	-7%	-4%	/	?
Cc1ccc(C)c(C(C)NC(=O)C2C3CCC(O3)C2C(=O)O)c1 (centres undefined)	-6%	3%	-3%	2%	-1%	6%	-2%	5%
CCOC(=O)C1(Cc2ccc(OC)cc2)CCN(C(=O)Cc2cccnc2)CC1	2%	-4%	-3%	-5%	-17%	12%	2%	/
Cc1onc(-c2ccccc2)c1C(=O)N1CCN(C/C=C/c2ccccc2)CC1	-4%	2%	-13%	0%	i	0%	/	-6%
CCOC(=O)c1oc2ccccc2c1NC(=O)c1cccc(OC)c1OC	-6%	-1%	-13%	-1%	-20%	-4%	23%	-3%
O=S(=O)(c1ccc(OCC(O)CN2CCc3ccccc3C2)cc1)N1CCOCC1 (centres undefined)	0%	-2%	-5%	0%	-4%	-9%	-2%	9%
Cc1ccc(-c2cnc(N)n2C)cc1C	11%	8%	-13%	-2%	-10%	1%	-4%	1%
CCOC(=O)NC(=O)COC(=O)CCCSc1nc2ccccc2s1	-1%	0%	-6%	0%	i	6%	/	3%
COc1ccc(N(CC(=O)NC2CCCC2)S(=O)(=O)c2c(C)[nH]c(=O)[nH]c2=O)cc1	-4%	-1%	-18%	4%	-1%	-2%	/	0%
CCN(CC)C(=O)Cn1nnc(-c2ccc(S(C)(=O)=O)cc2)n1	13%	3%	-5%	1%	5%	-5%	6%	?
CC(=O)Nc1ccc(N=Nc2ccccc2)cc1	0%	-7%	-4%	-1%	-3%	-2%	-10%	-11%
O=c1cc(O)cc(/C=C/c2ccc(O)c(O)c2)o1	-5%	/	3%	-11%	0.79µM*	-21%	/	/
COCCSc1ccccc1C(=O)NCc1ccc2c(c1)OCO2	4%	10%	-6%	1%	-4%	-9%	2%	-8%
COc1ccc(-c2noc(CCCC(=O)NCCc3ccccc3)n2)cc1OC	0%	-1%	1%	-4%	-3%	-9%	1%	-6%
CCOP(=O)(/C(C#N)=C(\C)O)c1ccccc1 (centres undefined)	10%	3%	-4%	-5%	-6%	0%	11%	-7%
C=C(C)Cn1c(CCNC(=O)CC)nc2ccccc21	6%	3%	-1%	2%	-4%	-10%	6%	2%
COC(=O)C1=C(Nc2ccccc2NC(=O)c2ccccc2C(=O)O)CSC1	-9%	-24%	-2%	-1%	9%	7%	/	/
Cc1ccc(NC(=O)Nc2cccn(Cc3c(F)cccc3Cl)c2=O)cc1	12%	15%	8%	-2%	i	2%	-5%	5%
COc1cc(-c2nc3cnccn3c2Nc2ccccc2)ccc1O	4%	?	-2%	-2%	-2%	-11%	12%	-4%

Quoted from the results shown for reference:
SMILES	RGS12 GoLoco inh	GAA glycogen	TRb-SRC2 inh	TexasRed fluor	RECQ1 inh	aGlu spleen mod	L3MBTL1 block	GAA inh
CCN(CC)C(=O)Cn1nnc(-c2ccc(S(C)(=O)=O)cc2)n1	13%	3%	-5%	1%	5%	-5%	6%	?
CC(=O)Nc1ccc(N=Nc2ccccc2)cc1	0%	-7%	-4%	-1%	-3%	-2%	-10%	-11%
O=c1cc(O)cc(/C=C/c2ccc(O)c(O)c2)o1	-5%	/	3%	-11%	0.79µM*	-21%	/	/
COCCSc1ccccc1C(=O)NCc1ccc2c(c1)OCO2	4%	10%	-6%	1%	-4%	-9%	2%	-8%
COc1ccc(-c2noc(CCCC(=O)NCCc3ccccc3)n2)cc1OC	0%	-1%	1%	-4%	-3%	-9%	1%	-6%
CCOP(=O)(/C(C#N)=C(\C)O)c1ccccc1 (centres undefined)	10%	3%	-4%	-5%	-6%	0%	11%	-7%

Following part.
SMILES	RGS12 GoLoco inh	GAA glycogen	TRb-SRC2 inh	TexasRed fluor	RECQ1 inh	aGlu spleen mod	L3MBTL1 block	GAA inh
CC1=C(C)/C(=N\OC(=O)/C=C/c2ccccc2)C=CC1=O	0%	6%	-2%	-5%	i	-6%	3%	-8%
Cc1sc(NC(=O)CSc2nnc(COc3ccccc3)n2C)c(C#N)c1C	16%	4%	-10%	2%	-11%	-14%	5%	-9%
COCCN(C(=S)Nc1ccc(OC)cc1)C(C)c1cccs1 (centres undefined)	3%	-8%	-2%	4%	-5%	-1%	3%	-4%
COC(=O)c1ccc(NC(=O)c2ccccc2N(C)S(=O)(=O)c2ccccc2)cc1	-4%	-7%	0%	3%	i	1%	/	?
O=C(Nc1ccc(N2C(=O)CCC2=O)cc1Cl)c1cccs1	7%	15%	-2%	-1%	-4%	2%	10%	11%
O=C(NCC1CCCO1)C(c1cccnc1)N(C(=O)Cc1cccs1)c1cccnc1 (centres undefined)	10%	2%	-5%	-4%	0%	0%	3%	3%
O=C(c1ccc(COc2ccc(Br)cc2)o1)N1N=C(C(F)F)CC1(O)C(F)F (centres undefined)	-16%	6%	-5%	-1%	-12%	1%	-6%	-33%
Cc1ccc(CC(=O)N2CCN(c3cccc(C(F)(F)F)c3)CC2)cc1	5%	-5%	3%	-5%	-9%	-6%	6%	-12%
COc1ccc2oc(C(F)(F)C(F)F)cc(=O)c2c1	4%	-5%	2%	1%	1%	-6%	-4%	8%
Cc1cc(NC(=O)COC(=O)C2CCN(S(=O)(=O)c3cccc(Cl)c3Cl)CC2)no1	-2%	-14%	-7%	-4%	i	-4%	/	-8%

Entries of single compounds from above. Values in the order: RGS12 GoLoco inh | GAA glycogen | TRb-SRC2 inh | TexasRed fluor | RECQ1 inh | aGlu spleen mod | L3MBTL1 block | GAA inh
`Cc1cc(NC(=O)COC(=O)C2CCN(S(=O)(=O)c3cccc(Cl)c3Cl)CC2)no1` as listed: -2% | -14% | -7% | -4% | i | -4% | / | -8%
`O=C(Nc1ccc(N2C(=O)CCC2=O)cc1Cl)c1cccs1` as listed: 7% | 15% | -2% | -1% | -4% | 2% | 10% | 11%

3 entries already listed, ordered by number of heavy atoms, smallest number first.
SMILES	RGS12 GoLoco inh	GAA glycogen	TRb-SRC2 inh	TexasRed fluor	RECQ1 inh	aGlu spleen mod	L3MBTL1 block	GAA inh
COCCN(C(=S)Nc1ccc(OC)cc1)C(C)c1cccs1 (centres undefined)	3%	-8%	-2%	4%	-5%	-1%	3%	-4%
Cc1ccc(CC(=O)N2CCN(c3cccc(C(F)(F)F)c3)CC2)cc1	5%	-5%	3%	-5%	-9%	-6%	6%	-12%
O=C(NCC1CCCO1)C(c1cccnc1)N(C(=O)Cc1cccs1)c1cccnc1 (centres undefined)	10%	2%	-5%	-4%	0%	0%	3%	3%

Other results.
SMILES	RGS12 GoLoco inh	GAA glycogen	TRb-SRC2 inh	TexasRed fluor	RECQ1 inh	aGlu spleen mod	L3MBTL1 block	GAA inh
Cc1ccc(NC(=O)C2(NC(=O)c3ccccn3)CCCCC2)cc1Br	24%	-7%	5%	-3%	-5%	?	0%	-6%
CCOc1ccc(NCC(=O)Nc2ccc(C)cc2C)cc1	8%	?	3%	1%	-5%	-6%	/	3%
COc1ccc(N=C2NC(=O)/C(=C/c3ccco3)S2)cc1	14%	-7%	-3%	-3%	-9%	-5%	/	/
CCOC(=O)c1cnc2ccccc2c1NCCc1ccc(OC)c(OC)c1	8%	-8%[76.3 µM]	3%&-1%	-1%&-2%	-2%	2%	0%	2%
NC(=O)c1ccc(N2CCCCC2)c(N2C(=O)CCC2=O)c1	0%	5%	-5%	0%	-8%	-6%	-2%	-4%
C[n+]1ccccc1/C=N/O	-1%&6%&14%	2%&-6%	-6%&-4%&9%	-2%&-8%&0%	5%&-1%	5%&-5%&-8%	4%&-6%	-1%&4%[15.4 µM]
Cc1nc2ccccc2c(=O)n1/N=C/c1ccncc1	13%	-15%	-5%	5%	-9%	-8%	9%	-8%
Cc1ccc(C(=O)Nc2ccccc2N2CCN(C(=O)C(C)C)CC2)cc1	8%	6%	1%	-1%	4%	-6%	-1%	-1%
FC(F)(F)c1ccc(NC(=S)NCc2ccccc2)cc1	13%	10%	-4%	-4%	i	-4%	14%	?
FC(F)(F)c1cccc(N2Cc3ccccc3C2)c1	2%	-2%	-3%	-3%	-2%	1%	-6%	8%
COC(=O)c1cccnc1NC(=S)NC1CCCCC1	7%	4%	4%	0%	2%	9%	/	5%
Cc1cc(-c2csc(N)n2)c(C)n1-c1ccc(Cl)c(Cl)c1	93%[activator]	-14%	10%	-7%	-2%	-6%	-9%	0%
CC1CCCC(NC(=O)COC(=O)/C=C/c2ccc(S(=O)(=O)N3CCOCC3)cc2)C1C (centres undefined)	-2%	2%	5%	-2%	-1%	-4%	/	/
CCNC(=O)/C(C#N)=C/c1c(N(Cc2ccccc2)Cc2ccccc2)nc2ccccn2c1=O	9%	-12%	2%	-11%	-10%	-6%	-8%	-7%
COc1ccc2nc(SCc3ccccc3C)nc(C)c2c1	9%	2%	-8%	-2%	-14%	-7%	85%[activator]	2%
COc1ccc(C2SCC(=O)N2c2nc3ccccc3s2)cc1 (centres undefined)	-6%	-6%	3%	1%	i	2%	4%	-7%
CC(C)CC(c1nnnn1C(C)(C)C)N1CCN(Cc2ccccc2)CC1 (centres undefined)	-8%	-10%	5%	-1%	-9%	-8%	2%	7%
O=C1Cc2ccccc2Sc2ccc(O)cc21	-1%	0%	1%	4%	-3%	0%	7%	-10%
CC(C)C(NC(=O)c1ccccc1Cl)C(=O)OCc1nc2scc(-c3ccccc3Cl)c2c(=O)[nH]1 (centres undefined)	-22%	-6%	-1%	0%	-5%	-10%	-4%	2%
CC(C)C(=O)Nc1ncc(Cc2cccc(Cl)c2)s1	22%	-2%	-5%	1%	i	-1%	-12%	10%
CCOc1ccc(-n2nnc3c(=O)n(CC(=O)c4ccccc4)cnc32)cc1	6%	-3%	-8%	-6%	-12%	-9%	5%	1%

Bioassay records (PubChem)
